# Mdm2-MdmX inh: human Mdm2/MdmX binding inhibition | O15151+Q00987 | SaOS-2 split-luciferase Mdm2/MdmX complementation, luminescence | inhibition, % at 8 µM | 3% of 330,000 active;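 active means inhibition of at least 50% at 8 µM in the primary screen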
# EBI2 block: blocks human EBI2 receptor beta-arrestin signaling | P32249 | EBI2 beta-arrestin recruitment, luminescence, 7a,25-OHC stimulated | inhibition, % at 5 µM | 0.81% of 360,000 active | AID 651636; in the data active means inhibition above about 38%;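 further: enzyme fragment complementation signal reports receptor beta-arrestin coupling in cells; 0% = agonist plus DMSO wells and 100% = wells without agonist; some results beyond the cut were filed as inactive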
# Target sequence (P32249 whole entry, looked up, the tested form may be a part): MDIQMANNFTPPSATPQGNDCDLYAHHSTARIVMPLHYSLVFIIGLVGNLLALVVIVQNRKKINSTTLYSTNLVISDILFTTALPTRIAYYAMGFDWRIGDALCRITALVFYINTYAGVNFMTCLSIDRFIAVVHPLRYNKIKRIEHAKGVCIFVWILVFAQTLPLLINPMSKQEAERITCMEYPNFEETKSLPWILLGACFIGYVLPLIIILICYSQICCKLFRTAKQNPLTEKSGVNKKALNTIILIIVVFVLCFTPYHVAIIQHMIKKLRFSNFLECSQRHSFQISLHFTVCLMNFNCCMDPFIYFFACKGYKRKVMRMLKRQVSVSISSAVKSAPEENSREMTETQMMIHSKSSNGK
# CXCR6 inh: CXCR6 (human) receptor inhibition; O00574; inhibition, % at 20 µM; CHO-K1 PathHunter CXCR6 beta-arrestin, luminescence; AID 602244; 0.36% of 360,000 active; in the data active means inhibition above about 34%, passing the limit was not always enough;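 further: antagonist mode with CXCL16 agonist at 10 nM final; 0% = 10 nM CXCL16 with DMSO and 100% = unstimulated wells without agonist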
# Target sequence (O00574 whole entry, looked up): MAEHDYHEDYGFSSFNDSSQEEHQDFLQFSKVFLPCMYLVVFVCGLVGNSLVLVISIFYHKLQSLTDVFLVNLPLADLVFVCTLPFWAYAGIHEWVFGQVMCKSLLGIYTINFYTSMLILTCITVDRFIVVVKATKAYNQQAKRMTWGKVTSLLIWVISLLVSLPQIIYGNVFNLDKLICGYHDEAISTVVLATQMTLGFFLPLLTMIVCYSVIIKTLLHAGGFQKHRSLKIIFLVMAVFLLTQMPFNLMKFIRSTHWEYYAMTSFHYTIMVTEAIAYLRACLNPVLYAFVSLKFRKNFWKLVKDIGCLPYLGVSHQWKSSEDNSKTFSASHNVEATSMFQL
# CCR6 antagonist: blocks CCL20-driven beta-arrestin recruitment at human CCR6; CHO-K1 CCR6 PathHunter beta-arrestin, luminescence, CCL20-stimulated; AID 493098; P51684; inhibition, % at 20 µM; 0.49% of 340,000 active;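 active means compounds whose inhibition of the agonist-driven luminescence signal at 20 µM reaches about 50%, limit read from the data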;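 further: cells stimulated with CCL20 at 14 nM final; plate controls were DMSO with CCL20 for no effect and DMSO without agonist for full effect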
# Target sequence (P51684 whole entry, looked up): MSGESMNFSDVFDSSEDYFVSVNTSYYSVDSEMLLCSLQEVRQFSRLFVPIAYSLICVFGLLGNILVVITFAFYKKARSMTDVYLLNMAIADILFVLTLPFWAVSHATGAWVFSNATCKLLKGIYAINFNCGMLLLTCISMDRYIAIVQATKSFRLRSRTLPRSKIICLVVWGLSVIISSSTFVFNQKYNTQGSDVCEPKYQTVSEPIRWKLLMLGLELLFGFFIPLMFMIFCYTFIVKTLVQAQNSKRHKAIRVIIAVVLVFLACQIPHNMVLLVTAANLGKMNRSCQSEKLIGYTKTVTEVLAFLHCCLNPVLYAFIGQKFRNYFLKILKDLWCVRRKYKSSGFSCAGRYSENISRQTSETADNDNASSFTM
# Jurkat NFkB inh: lowers PMA/ionomycin-induced NF-kB signal in Jurkat cells. 0.53% of 330,000 active. PMA/ionomycin-induced NF-kB luciferase reporter, luminescence. inhibition, % at 4 µM; in the data active means inhibition above about 50%
# 697 NFkB inh: lowers PMA/ionomycin-induced NF-kB signal in 697 B cells. 697 B-cell NF-kB luciferase reporter, 16 h. inhibition, % at 4 µM. 0.33% of 330,000 active; in the data active means inhibition above about 35%
# Gli-Sufu block: blocks Gli-Sufu signaling in a luciferase reporter | inhibition, % at 5 µM | 0.74% of 340,000 active | Sufu-KO-LIGHT fibroblasts, Gli luciferase reporter luminescence | AID 588413;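 active means inhibition above about 55%, limit read from the data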;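 further: 0% = DMSO-treated cells and 100% = wells with medium but no cells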
# UPR CHOP act: activators of apoptotic arm of unfolded protein response (CHOP) | CHO-CHOP luciferase reporter, UPR activation, luminescence; percent of tunicamycin response over DMSO baseline | 0.34% of 330,000 active | AID 449763 | activation, % at 10 µM;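 active means at 10 µM dose, activation of 40% or more, normalized to positive control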;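 further: 100% = tunicamycin at 10 µg/mL and 0% = DMSO alone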
#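 System: CHO CHOP reporter cells. Amount: 500 cells per well. Buffer or medium: F12 medium, 10% FBS. Compound dosing: one dose, 10 µM in 0.5% DMSO. Incubation: 6 h compound exposure at 37 °C after overnight seeding. Technique: Steady-Glo luciferase luminescence. Benchmarks: tunicamycin and DMSO controls.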
# UPR XBP1 act: adaptive UPR (XBP1) activation. CHO-XBP1 luciferase reporter, IRE1-XBP1 UPR activation, luminescence; percent of tunicamycin response, DMSO as zero. activation, % at 20 µM. 0.33% of 330,000 active;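 active means versus positive control, 20 µM dose yields 30% or more activation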;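 further: 100% = tunicamycin at 10 µg/mL and 0% = DMSO only wells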
#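 Assay system: IRE1-XBP1 luciferase reporter CHO line. Input: 1000 cells/well. Buffer or medium: F12 with 10% serum. Doses: 20 µM, 1% DMSO. Times: overnight seeding at 37 °C, 6 h compound treatment at 37 °C. Technique: Steady-Glo luciferase glow luminescence, 10 min after reagent addition.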
# An asterisk follows results filed as active; . = not tested or not shown.
# Sequence of screens: Mdm2-MdmX inh	EBI2 block	CXCR6 inh	CCR6 antagonist	Jurkat NFkB inh	697 NFkB inh	Gli-Sufu block	UPR CHOP act	UPR XBP1 act
> COc1ccc(S(=O)(=O)NCCc2cc3ccc(C)c(C)c3[nH]c2=O)cc1
→ 15	-9	-2	14	10	1	0	-1.4	-3
> Cn1c(CNC(=O)c2ccccc2)nnc1SCC(=O)N1CCN(c2ccccc2)CC1
→ 17	-4	-6	-5	-16	7	4	0.3	-1
> C=CCOn1c(C)c(C(C)=O)c2c3nonc3ccc21
→ 10	-5	9	-23	9	0	-10	-3.3	2
> CCOC(=O)C1(CC)NC(c2ccco2)C2C(=O)N(c3ccc(C)cc3)C(=O)C21 (configuration not stated)
→ 0	-6	-6	9	2	-5	1	1.0	-2
> COc1ccc(/C=C/C(=O)Nc2cc(C)nn2-c2nc3ccccc3[nH]2)cc1
→ 41	28	8	35	-54	-75	-47	11	9
> Cc1ccc(C(=O)NNC(=O)c2ccc(S(=O)(=O)N3CCOCC3)cc2)cc1
→ 8	1	-1	-7	-17	-12	-23	-2.2	-5
> Cn1cc(CCC(=O)N2CCCC(C(=O)c3cccc4ccccc34)C2)cn1 (configuration not stated)
→ -4	-5	4	-1	1	-19	1	-0.3	0
> Cc1ccc(CNC(=O)Cn2cncn2)cc1
→ -2	0	4	-6	13	2	8	0.3	2
> CCOC(=O)c1csc(NC(=O)CN2CCOCC2)n1
→ 19	-11	-7	16	-8	-6	2	-2.2	-2
> CCC(C)NC(=O)CCc1c(C)nc2nc(-c3cc(OC)cc(OC)c3)nn2c1C (configuration not stated)
→ -16	-6	4	-9	3	13	7	1.6	-2
> N#CC1(NC(=O)CN2C(=O)NC3(CCCCCC3)C2=O)CCCCC1
→ -14	-20	-18	3	7	17	0	0.8	-3
> O=C1C2C3c4ccccc4C(Br)(c4ccccc43)C2C(=O)N1c1ccccc1O (configuration not stated)
→ 24	11	0	-21	-4	19	-8	2.0	-3
> CCN(CC)C(=O)CSc1nnc2sc3ccccc3n12
→ 0	-11	-2	-12	11	14	2	0.1	0
> CC/C(O)=C1\C(=O)CC(C)(C)CC1=Nc1ccccc1C
→ 5	-4	4	-1	15	-25	-12	0.7	-1
> CC1CCN(c2c(NCC3CCC(C(=O)N4CCc5ccccc5C4)CC3)c(=O)c2=O)CC1 (configuration not stated)
→ 17	12	6	11	0	21	26	-2.6	-3
> COc1ccc(C)cc1NC(=O)c1cc(-c2ccccc2)nc2c1cnn2C(C)C
→ 12	13	4	1	20	13	-1	3.6	1
> Cc1c(NC(=O)C(C)Oc2ccc(Br)cc2)c(=O)n(-c2ccccc2)n1C (configuration not stated)
→ 24	-2	4	13	4	14	-3	-0.8	2
> COCCNC(=O)CN(Cc1ccco1)C(=O)CCC(=O)Nc1nccs1
→ -5	-1	5	-3	-13	4	19	2.2	-2
> O=C(CCN1CCN(c2ccccc2)CC1)N/N=C/c1ccccc1O
→ 60*	-2	-5	7	13	-1	5	-0.9	-1
> COc1ccc(S(=O)(=O)NCCOc2ccccc2)cc1F
→ 18	13	-8	5	14	9	-4	0.8	-5
> N#Cc1ccc(C(=O)Nc2cccc3ncccc23)c(F)c1
→ 19	0	-7	0	-4	6	-4	2.2	-2
> COCc1cc(C)nc(N2CCN(Cc3ccccc3)CC2)c1C#N
→ 10	0	4	13	2	16	-1	-2.7	-2
> O=C1CCCN1S(=O)(=O)c1ccccc1
→ 12	13	-11	-13	-9	9	-14	-1.1	-1
> Cc1ccc2nc(-c3ccncc3)cc(C(=O)N3CCOCC3)c2c1
→ 19	-4	-2	-1	-17	-5	-13	-0.4	-1
> O=C(CN1C(=O)NC2(CCCCC2)C1=O)Oc1ccc2ccc(=O)oc2c1
→ -13	-1	-1	-9	3	5	0	-1.2	1
> O=C(COc1ccc(Cl)cc1)Nc1cccc(S(=O)(=O)NCc2ccco2)c1
→ 21	8	-9	26	-5	10	8	2.1	-1
> CCc1cc2c(-c3ccccc3)cc(=O)oc2cc1OCC(=O)NCC1CCC(C(=O)O)CC1 (configuration not stated)
→ -8	-4	2	10	12	18	0	1.4	1
> Cc1cc(C)c(S(=O)(=O)N2CCCCC2CCNC(=O)C(=O)NCc2ccccn2)c(C)c1 (configuration not stated)
→ 14	-1	2	12	4	1	6	1.4	-3
> COc1ccc(N2CC(C(=O)N3CCN(Cc4ccc5c(c4)OCO5)CC3)CC2=O)cc1 (configuration not stated)
→ 4	-1	-7	7	3	-10	-5	0.0	-4
> Cn1ccnc1-c1nc2ccccc2[nH]c1=O
→ -16	-5	7	-10	3	3	0	0.5	-1

# Next section; it opens with the 3 that closed the last part.
# Sequence of screens: Mdm2-MdmX inh	EBI2 block	CXCR6 inh	CCR6 antagonist	Jurkat NFkB inh	697 NFkB inh	Gli-Sufu block	UPR CHOP act	UPR XBP1 act
> Cc1cc(C)c(S(=O)(=O)N2CCCCC2CCNC(=O)C(=O)NCc2ccccn2)c(C)c1 (configuration not stated)
→ 14	-1	2	12	4	1	6	1.4	-3
> COc1ccc(N2CC(C(=O)N3CCN(Cc4ccc5c(c4)OCO5)CC3)CC2=O)cc1 (configuration not stated)
→ 4	-1	-7	7	3	-10	-5	0.0	-4
> Cn1ccnc1-c1nc2ccccc2[nH]c1=O
→ -16	-5	7	-10	3	3	0	0.5	-1
> CC1CCC(NC(=O)c2ccc(NC3=NC4CS(=O)(=O)CC4S3)cc2)CC1 (configuration not stated)
→ 5	-5	-3	-2	15	-4	-28	-0.1	-2
> CCC(=O)Nc1cccc(NC(=S)NC(=O)c2cccs2)c1
→ -92	3	11	20	-59	-135	-55	3.8	3
> Cc1nnc(NC(=O)c2c(F)c(F)c(F)c(F)c2F)s1
→ -21	-9	-6	-3	0	-2	9	1.0	-1
> COc1ccc(-n2c3c(cc(C(=O)NNc4ccccc4)c2=O)C(=O)CC(C)(C)C3)cc1
→ 7	-14	6	16	-11	7	0	1.0	-1
> COc1ccc(NC(C)=O)c2nc(C)c(C)nc12
→ 7	7	-2	-8	10	2	-23	-1.1	2
> CC(NCc1ccc2c(c1)OCO2)c1ccccc1 (configuration not stated)
→ 18	-5	14	-10	-3	-2	12	-1.6	-3
> CC(=N/O)/C(=N\O)c1ccc(C)o1
→ 9	-4	-3	12	-5	-17	3	-1.0	-1
> COc1ccc(-c2nnn(-c3ccc(Cl)cc3Cl)c2N)cc1
→ 18	13	-8	10	-11	0	4	2.8	-2
> COc1ccc(NC(=O)COC(=O)[C@@H]2CCCN2C(=O)c2cccs2)cc1
→ 15	3	-2	1	3	9	-4	0.0	-2
> COc1ccc(CCN(C)c2ccc(S(=O)(=O)N3CCCC3)cn2)cc1OC
→ 6	5	-12	15	-13	-16	36	0.4	2
> Cc1nc2c(C)cccc2c2c1CCS2
→ 15	-3	-4	1	4	-5	2	-2.5	-4
> COc1ccc(CNS(=O)(=O)c2ccc(-c3cc(C)no3)cc2)cc1
→ 7	12	-12	-1	-9	-36	-11	1.1	-1
> O=C(Nc1cc(S(=O)(=O)N2CCOCC2)ccc1OCC(F)(F)F)c1ccc(N2CCCC2=O)cc1
→ 15	-7	-8	-5	7	-6	-1	-1.4	-4
> COc1ccc(C(=O)N(C)CC2CCN(CCc3cccc(C(F)(F)F)c3)CC2)cc1C
→ 27	1	7	28	4	-11	40	-1.6	-2
> Cc1cccc(C(CC(=O)N2CCCCC2)c2ccccc2)c1O (configuration not stated)
→ 23	-4	-25	13	-4	0	-3	0.6	-5
> CCOc1cc2[nH]c(=O)n(CCCCCC(=O)NC3CCCC3)c(=O)c2cc1OCC
→ -11	-2	-4	21	5	-3	-2	0.4	-2
> Cc1cccc(C)c1NC(=O)CS(=O)CC(=O)NCC1OCCc2ccccc21 (configuration not stated)
→ -1	4	16	-4	14	5	0	4.7	-1
> Oc1ccc(-c2csc(Nc3ncccn3)n2)cc1O
→ .	-6	-4	-9	.	.	15	.	.
> Cn1nnnc1SCC(=O)Nc1ccccc1Cl
→ 5	5	-2	7	4	13	-25	-0.7	0
> CCCc1ccc2oc(C(=O)N3CCN(CCC(N)=O)CC3)c(C)c2c1
→ -20	8	7	4	-1	-23	7	1.3	0
> COc1ccc(CCN2CC(C(=O)NCCN3CCCC3=O)CCC2=O)cc1 (configuration not stated)
→ 5	-3	-2	13	0	0	11	0.6	-6
> CCN(CC)C(=O)Cn1cc(C(=O)C(=O)NCCc2ccccc2)c2ccccc21
→ 25	20	1	16	8	-6	33	0.8	-2
> Cc1cccc(NCc2nc3ccccc3n2C)c1
→ -52	-17	2	6	-94	-101	-50	4.8	3
> COc1cc(CCC(=O)OCc2ccccc2C#N)cc(OC)c1OC
→ 7	4	-2	11	2	5	24	1.6	-2
> O=C(CN(Cc1ccco1)C(=O)c1ccc(F)cc1F)Nc1ccccc1C(F)(F)F
→ -21	2	3	1	-2	-11	-2	1.2	0
> O=C(O)c1ccccc1C(=O)NNc1ccc(Cl)cc1Cl
→ 6	-7	-3	-13	-10	21	-1	-1.7	1
> CN(C)c1ccc(C(=O)OCC(=O)NCC2CCCO2)cc1 (configuration not stated)
→ 17	5	1	-7	-10	13	3	-0.9	4
> O=C(CCCN1C(=O)c2ccccc2C1=O)Oc1ccc(Cl)cc1
→ 2	-5	8	-21	-9	-2	-19	0.4	-1
> CN1CCN(C(=S)NC(=O)c2ccc(S(=O)(=O)N3CCOCC3)cc2)CC1
→ 14	-11	2	3	-2	23	9	2.9	-3
> O=C(O)C1C2C=CC(O2)C1C(=O)NCCc1cccc(Cl)c1 (configuration not stated)
→ -18	-9	0	-6	-12	-29	4	3.0	-5
> COc1ccc(CCNC(=O)[C@@H](NC(=O)c2ccccc2F)C(C)C)cc1OC
→ 7	-4	-3	-1	-2	-9	1	-0.4	-2
> O=Cc1ccccc1Oc1ccccc1
→ 14	-16	-4	13	3	16	-4	-1.5	-2
> COc1ccc(-c2csc(C)n2)cc1Br
→ -20	-3	-12	-1	-35	-19	-23	0.3	3
> Cc1ncc(CN2CCC(CO)(CCOc3ccccc3)CC2)s1
→ 12	1	2	10	-2	1	1	-1.3	-3
> O=C(N1CCc2[nH]c3ccccc3c2C1)C(F)(F)F
→ -14	-6	-1	-3	0	8	-2	-1.1	-2
> Cc1ccc2c(C)c(C(=O)NCc3ccc(S(N)(=O)=O)cc3)oc2c1
→ -1	1	-19	7	-8	13	8	0.6	-3
> COc1cc2cc(C(N)=O)c(N)nc2cc1OC
→ 13	11	-5	-17	-12	24	-11	-2.1	6
> NC(=O)COC(=O)c1ccccc1SCC(=O)NC1CCCCCC1
→ 1	-12	1	12	3	15	-1	0.5	0
> COc1cc(OC)cc(C(=O)NCc2nc(-c3ccccc3)no2)c1
→ 18	-8	1	18	-7	4	4	-1.2	3
> CCOC(=O)c1c(C)[nH]c(C)c1C(=O)COC(=O)C1CCCN1S(=O)(=O)c1ccccc1F (configuration not stated)
→ 4	-13	1	2	-18	-14	1	1.8	2
> O=C(Nc1ccc(Br)cn1)c1cccc2c1-c1ccccc1C2=O
→ 46	-13	-8	11	61*	6	-2	-0.3	3
> Cc1ccc(CNC(=O)C2CCCN2C(=O)NCc2ccccc2)cc1 (configuration not stated)
→ 4	-1	8	11	9	8	7	2.1	-3
